# Avidin fluor: avidin bead compound fluorescence profile. Avidin beads, compound fluorescence 488/530 nm, flow cytometry; active compounds read high. fluorescence (KMESF) at 10 µM. 0.38% of 220,000 active. AID 1775; in the data active = fluorescence above about 47; also: inactives centre near 10
# Mcl1-Noxa inh: Mcl-1/Noxa interaction inhibition; Q07820; TR-FRET Mcl-1/Noxa peptide binding, 2 h; inhibition, % at 21.7 µM; 1.5% of 220,000 active; AID 1022;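 active = compounds that cut the protein-peptide binding signal by more than 50% relative to plate controls in a single-dose test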;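 also: His-tagged Mcl-1 with rhodamine Noxa BH3 peptide and terbium anti-His antibody; 0% = Mcl-1 plus Noxa peptide wells and 100% = peptide-only wells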
# Target sequence (Q07820 whole entry, looked up): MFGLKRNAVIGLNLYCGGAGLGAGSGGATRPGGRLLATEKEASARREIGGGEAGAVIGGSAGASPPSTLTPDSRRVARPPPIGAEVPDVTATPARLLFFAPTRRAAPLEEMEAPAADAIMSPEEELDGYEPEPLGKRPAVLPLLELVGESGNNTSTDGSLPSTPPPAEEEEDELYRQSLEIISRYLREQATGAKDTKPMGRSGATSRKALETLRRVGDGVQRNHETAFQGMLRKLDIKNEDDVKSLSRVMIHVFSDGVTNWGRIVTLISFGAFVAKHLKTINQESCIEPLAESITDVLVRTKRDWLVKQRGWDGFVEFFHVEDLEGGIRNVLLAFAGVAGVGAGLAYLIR
# Rac1 mut GTP: alters GTP binding to activated mutant human Rac1. P63000. GST-Rac1 activated beads, fluorescent GTP binding, flow cytometry; actives lie on both sides; 100% means binding = to untreated wells. percent activity (GTP binding), % at 10 µM. 0.11% of 190,000 active;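 active = GTP binding at least 20 percentage points away from the 100% baseline, in either direction, so actives lie on both sides; inconclusive = Compound likely fluorescent itself, or too few beads counted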
# Mcl1-Bid inh: Mcl-1/Bid interaction inhibition. Q07820. TR-FRET Mcl-1/Bid-Dy647 peptide binding, 1536-well. inhibition, % at 21.7 µM. 0.97% of 220,000 active;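 active = compounds that cut the binding signal by more than half at the single screening dose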;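 also: His-tagged Mcl-1 with europium anti-His antibody binding Bid BH3 peptide; 0% = Mcl-1 plus peptide wells and 100% = peptide-only wells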
# Mcl-1 Bim block: human Bim-Mcl-1 interaction inhibition | Q07820 | Bead-based flow cytometry, Bim peptide-Mcl-1 binding | inhibition, % at 10 µM | 0.1% of 190,000 active; in the data active = inhibition above about 40%;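 also: 0% = no compound tracer wells and 100% = peptide blocker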
# HRas wt GTP: human HRas wildtype GTP binding, change in either direction | GTP binding activity, % at 10 µM | 0.14% of 190,000 active | GST-Ras wt beads, Bodipy-FL-GTP binding, flow cytometry; actives lie on both sides;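 active = GTP binding activity at least 20% away from the 100% baseline, either lowered as inhibitor or raised as activator; inconclusive = flagged as likely green fluorescent, judged across all proteins in the well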;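 also: 0% = unlabeled GTP competition control and 100% = no-compound control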
# Target sequence (P01112 whole entry, looked up): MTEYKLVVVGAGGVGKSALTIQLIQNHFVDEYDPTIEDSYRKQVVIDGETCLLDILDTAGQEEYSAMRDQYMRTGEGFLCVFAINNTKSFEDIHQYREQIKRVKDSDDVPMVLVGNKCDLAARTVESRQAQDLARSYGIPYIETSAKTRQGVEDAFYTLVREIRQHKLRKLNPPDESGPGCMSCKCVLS
# Pf gametocyte: P. falciparum stage V gametocyte viability inhibition. P. falciparum stage V gametocytes, ATP luminescence, 24 h. inhibition, % at 10.9 µM. 0.065% of 150,000 active. AID 743093;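 active = inhibition above the mean plus 3 SD of compounds within the control limits, set per campaign, cut at about 38% in these data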;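 also: 0% = DMSO wells and 100% = medium only without gametocytes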
# Cdc42 wt: modulators (inhibitors or activators) of GTP binding to human Cdc42 wildtype | AID 761 | P60953 | 0.2% of 190,000 active | percent activity (GTP binding), % at 10 µM | GST-Cdc42 beads, Bodipy-GTP binding, flow cytometry; actives lie on both sides;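 active = percent activity GTP binding at least 20 points away from the 100% baseline, either down as inhibitor or up as activator; inconclusive = compound flagged as likely green fluorescent from well-wide comparison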;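 also: median bead fluorescence of bound Bodipy-FL-GTP at 100 nM; 0% = excess unlabeled GTP control and 100% = no compound control; below 100% means less GTP binding so inhibitor and above means activator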
# Target sequence (P60953 whole entry, looked up): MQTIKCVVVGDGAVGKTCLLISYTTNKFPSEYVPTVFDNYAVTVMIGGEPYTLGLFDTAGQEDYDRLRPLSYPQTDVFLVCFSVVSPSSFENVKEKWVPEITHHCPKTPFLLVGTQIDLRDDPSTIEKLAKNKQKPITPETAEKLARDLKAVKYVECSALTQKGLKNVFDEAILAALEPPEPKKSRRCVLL
# Rab7 wt GTP bind: alters GTP binding to wildtype dog Rab7; 0.055% of 190,000 active; AID 758; GST-Rab7 beads, fluorescent GTP binding, flow cytometry; actives lie on both sides; untreated = 100%, excess cold GTP = 0%; GTP binding activity (percent of control), % at 10 µM;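 active = fluorescent GTP binding to Rab7 beads changed by at least 20 points from the 100% baseline, either direction, mostly lower; inconclusive = compound itself probably fluorescent, or too few beads counted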;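 also: median green fluorescence of bound Bodipy-FL-GTP per Rab7 bead population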
# Rab2A wt mod: changes GTP binding to wildtype dog Rab2A, up or down; GST-Rab2 wt beads, Bodipy-GTP binding, flow cytometry; 0.19% of 190,000 active; AID 760; GTP binding activity, % at 10 µM;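 active = GTP binding activity at least 20 points away from 100%, either lowered or raised; inconclusive = signal likely due to the compound's own green fluorescence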;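 also: 0% = beads with excess unlabeled GTP and 100% = no-compound control corrected for plate trend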
# Rac1 wt GTP bind: human Rac1 wildtype GTP binding, inhibitors and activators; P63000; GST-Rac1 beads, fluorescent GTP binding, flow cytometry; actives lie on both sides; 0 = cold GTP competed, 100 = untreated; GTP binding activity (% of control), % at 10 µM; 0.27% of 190,000 active;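 active = GTP binding activity at least 20 points away from the 100% control level, either lower or higher; inconclusive = compound flagged as likely green fluorescent, judged across all proteins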
# The depositor's hits bear a star; ? = inconclusive; / = not tested or not shown.
SMILES,Avidin fluor,Mcl1-Noxa inh,Rac1 mut GTP,Mcl1-Bid inh,Mcl-1 Bim block,HRas wt GTP,Pf gametocyte,Cdc42 wt,Rab7 wt GTP bind,Rab2A wt mod,Rac1 wt GTP bind
CCc1cc(OCCN2C(=O)NC(C)(C)C2=O)ccc1Cl,19,-3,100,10,1,105,9,106,99,105,105
O=C(Nc1ccc(Cl)c(Cl)c1)OCCNC(=O)c1cccc(Cl)c1,16,4,95,-5,2,97,-46,96,94,94,97
NC(=O)C1=C[C@@H](c2ccc(Br)cc2)C[C@@H](OCc2ccc(CO)cc2)O1,6,5,98,0,1,98,/,94,104,99,99
COCCCNC(=S)NNC(=O)c1ccccc1Br,9,9,97,-23,-3,99,-1,100,105,98,102
O=C(NC1CCCCC1)c1sc(=S)n2c1[nH]c(=O)c1ccccc12,9,76*,81,30,-1,86,-3,81,87,80,87
Cc1ccc(C)c(N(CC(=O)NCCC2=CCCCC2)S(C)(=O)=O)c1,15,-9,100,-1,-3,100,/,107,101,103,106
OCCN(Cc1ccccc1)Cc1nc(CC2CC2)no1,7,9,96,-29,1,100,4,97,105,100,100
CCO[C@H]1OC(C(N)=O)=C[C@@H](C)[C@@H]1CCCO,5,8,98,-11,1,99,/,99,105,99,101
O=C(CCc1nnc(Cc2cccc(C(F)(F)F)c2)o1)NCC(F)(F)F,9,-4,96,-9,-1,96,-13,98,97,97,96
Cc1nc(SCC(=O)c2cccs2)c2oc3ccccc3c2n1,5,22,96,-2,13,96,-2,95,94,95,100
O=C(CSc1nnc(-c2cccnc2)n1Cc1ccco1)c1ccccc1,6,-1,104,-22,-2,101,2,101,98,99,105
CCOC(=O)C1CCCN(C(=O)CS(=O)(=O)Cc2ccccc2)C1 (centres undefined),8,-17,96,-6,-3,99,/,98,96,96,96
CC(C)(Oc1ccc(Cl)cc1)C(=O)NCc1ccc(S(N)(=O)=O)cc1,11,8,92,-16,-2,96,0,96,92,92,98
CC(=O)c1sc(NC(=O)c2ccccc2C)nc1C,8,-6,103,-23,-3,104,7,104,106,104,105
CCn1c(SCc2nc3ccccc3[nH]2)nnc1-c1ccncc1,13,/,92,-49,-4,96,/,96,95,94,91
COc1ccc(OC)c(C(=O)CSc2nccc(-c3ccc(Br)cc3)n2)c1,10,-20,93,2,-5,97,/,97,97,95,94
CCCN(Cc1ccccc1)C(=O)Nc1ccc2c(c1)nnn2C,19,20,100,-2,-1,101,-10,100,100,100,102
COC(=O)Cc1[nH]nc2c1C(c1c[nH]c3ccccc13)C(C#N)=C(N)O2 (centres undefined),6,3,99,10,0,101,/,100,100,101,102
CSc1ccccc1-c1nnc(-c2ccc(Cl)cc2)o1,13,-12,98,-13,0,99,2,100,103,99,101
CCOC(=O)C1(CCc2ccccc2)CCN(Cc2ccc(OC)cc2)CC1,6,10,96,-3,0,94,-29,96,92,96,95
Cc1ccc(C(=O)Nc2ccc(Cl)cc2C(F)(F)F)c(Cl)c1,22,12,98,8,-2,95,-6,93,96,97,99
CCSc1nc(C2CC2)cc(-c2ccco2)c1C#N,35,12,100,-5,-4,101,-4,103,102,101,103
COc1ccc2c(c1)Sc1ccccc1N2CCN(C)C,7,31,101,36,-1,102,/,105,104,104,104
CCSC(C)CC1C/C(=N/O)c2c(CC)noc2C1 (centres undefined),14,1,95,-52,0,103,13,101,106,104,103
COc1ccc(C)cc1NCc1cccc(OC)c1OC,35,11,98,9,-4,100,-14,101,102,102,101
CCN(CC)CCN(C)C(=O)c1ccc(OC2CCN(C(=O)C3CC3)CC2)cc1,10,3,100,-23,0,95,5,96,96,96,97
CCC(C)C(Nc1ccc(C(=O)OC)cc1[N+](=O)[O-])C(=O)OC (centres undefined),10,12,98,-5,-3,99,-2,97,99,98,103
Cc1cccc(NS(=O)(=O)c2cc(C(=O)NCCC3=CCCCC3)ccc2Cl)c1,6,-15,97,4,-1,99,7,97,96,98,97
COC(=O)Cc1ccc(NC(=S)NCCC(C)C)cc1,3,-1,101,-78,-5,99,9,101,100,98,103
COc1cccc(-c2csc(N3CCN(C(=S)Nc4cccc(C)c4)CC3)n2)c1,10,-9,96,-65,0,93,1,95,95,95,95
CC(=O)NC(Cc1cc(C)ccc1C)C(=O)N1CCN(C(=O)c2ccc(Br)cc2)CC1 (centres undefined),22,12,95,-4,0,96,-3,96,104,98,97
Oc1ccc(/C=N/N=C/c2ccc(O)cc2)cc1,22,23,96,-18,-1,97,/,96,98,97,98
COC(=O)c1cccc(NC(=S)Nc2cc(Cl)ccc2OC)c1,9,6,96,-34,0,99,-11,95,104,98,100
Clc1ccc(OCc2nnc3n2N=C(c2ccc4c(c2)OCCO4)CS3)c(Cl)c1,11,-3,99,-7,1,100,-40,99,99,101,109
c1ccc(C(c2nnnn2C2CCCC2)N2CCN(c3nc4ccccc4s3)CC2)cc1 (centres undefined),8,16,99,-3,-1,102,/,99,101,99,104
CCC1C/C(=C\c2cccnc2)C(=O)/C(=C/c2cccnc2)C1 (centres undefined),7,22,92,-10,-1,94,/,90,96,92,98
COC(=O)C1CSC(c2ccc(Cl)cc2)N1C(=O)c1ccccc1 (centres undefined),5,10,94,-18,3,97,-19,98,94,97,101
Cn1c(=O)c2c(nc(SCCCO)n2Cc2ccccc2Cl)n(C)c1=O,20,-4,89,-2,3,89,-5,84,100,93,86
CC1(C)Oc2ccc3ccc(=O)oc3c2-c2cnoc21,56*,33,98,-1,0,99,/,98,96,99,98
CC(=O)c1cc2c(cc1NC(=O)C1CC1)OCO2,22,3,95,-2,-2,99,-13,98,103,98,99
OC(CN1CCOCC1)CN1CCOCC1,10,8,101,-51,-2,104,/,103,101,101,113
O=C(NCCc1ccccc1)c1ccc2nccnc2c1,8,17,97,19,2,99,/,99,96,101,100
COc1cc2c(cc1OC)-c1nnc(C)n1C1(CCCC1)C2,10,-10,101,-16,0,103,/,103,101,103,108
COCCCNCC1C(Oc2ccc(Cl)cc2)C(=O)N1c1ccccc1C (centres undefined),9,24,99,-12,0,100,0,102,102,101,103
COc1ccc(OC)c(NC(=O)c2c(NC(=O)CCC(=O)O)sc3c2CCCCC3)c1,2,26,98,-58,-1,101,0,99,102,100,98

# Overlap with the part before: 4 entries; new compounds follow.
SMILES,Avidin fluor,Mcl1-Noxa inh,Rac1 mut GTP,Mcl1-Bid inh,Mcl-1 Bim block,HRas wt GTP,Pf gametocyte,Cdc42 wt,Rab7 wt GTP bind,Rab2A wt mod,Rac1 wt GTP bind
O=C(NCCc1ccccc1)c1ccc2nccnc2c1,8,17,97,19,2,99,/,99,96,101,100
COc1cc2c(cc1OC)-c1nnc(C)n1C1(CCCC1)C2,10,-10,101,-16,0,103,/,103,101,103,108
COCCCNCC1C(Oc2ccc(Cl)cc2)C(=O)N1c1ccccc1C (centres undefined),9,24,99,-12,0,100,0,102,102,101,103
COc1ccc(OC)c(NC(=O)c2c(NC(=O)CCC(=O)O)sc3c2CCCCC3)c1,2,26,98,-58,-1,101,0,99,102,100,98
O=C(CNC(=O)c1cccc(OC(F)F)c1)OCn1nnc2ccccc2c1=O,6,-12,96,-27,-2,102,-8,97,105,100,103
CC(=O)N1CCN(c2ccc(NCc3ccc(C(C)C)cc3)cc2)CC1,0,38,99,-6,-10,99,/,98,99,100,100
CN(C)c1ncc(/C=C2/C(=O)NC(=S)N(C3CCCCC3)C2=O)cn1,7,61*,88,9,0,93,/,89,99,92,95
CCc1onc(C)c1C(=O)O,13,12,93,1,3,95,-7,93,93,92,100
CC(=O)c1cccc(NC2c3ccccc3C(=O)N2Cc2ccc3c(c2)OCO3)c1 (centres undefined),7,16,96,-20,-1,100,/,95,100,100,96
COCCCn1c(=NC(=O)c2ccncc2)c(C#N)cc2c(=O)n3cccc(C)c3nc21,20,6,96,27,0,95,-6,98,95,98,96
Cc1cc(-c2n[nH]c(=S)n2/N=C/c2cccs2)n[nH]1,17,26,98,-96,-9,97,10,98,102,98,95
CC(C(=O)NC1=NCCS1)N1C(=O)C2CC=CCC2C1=O (centres undefined),9,3,101,-59,0,106,-3,109,106,102,106
Cc1nccn1CC(O)COc1ccccc1 (centres undefined),7,4,100,2,1,101,/,101,100,101,103
CCOP(=O)(c1ccc(N(C)C)cc1)C(O)c1cc(OC)c(OC)c(OC)c1 (centres undefined),6,2,99,-36,0,96,-9,97,101,101,101
CCOc1cccc(C(=O)Nc2cccc(-c3nc4ncccc4o3)c2C)c1,10,6,96,-23,2,100,/,106,100,99,106
COC(=O)c1ccc(C2c3c(oc4cc(C)c(C)cc4c3=O)C(=O)N2CCCN(C)C)cc1 (centres undefined),7,15,94,16,-4,95,/,93,97,95,96
CCN1/C(=C2/SC(=S)NC2=O)Sc2ccccc21,23,15,?,-8,-1,?,/,?,?,?,?
Cn1c(/C=N/Nc2nc3ccccc3[nH]2)nc2ccccc21,10,-9,95,-57,-3,97,9,97,94,99,97
COC(=O)c1cc(NC(=O)/C=C/c2ccccc2)ccc1O,13,18,95,-39,-1,98,2,96,98,97,103
O=c1ccc(-c2ccc([N+](=O)[O-])cc2)nn1-c1ccccc1,11,-11,95,21,4,94,-12,93,100,96,95
CCn1c(SCC(=O)Nc2cc(C)on2)nnc1-c1ccc(S(=O)(=O)N2CCN(C)CC2)cc1,45,8,99,-14,-1,102,12,99,101,103,102
c1ccc(C2C/C(=N\N3CCOCC3)c3ccccc3O2)cc1 (centres undefined),5,-8,98,5,-1,104,/,102,100,102,104
CCOc1ccc(NC(=O)C2CCCN(C(=O)Nc3ccccc3)C2)cc1 (centres undefined),4,-9,98,-9,0,100,-11,102,99,99,110
Cc1ccc(Oc2ccc(OCC(=O)NC(C)C(=O)O)cc2)cc1 (centres undefined),4,5,100,-30,3,102,/,104,103,100,106
CC(C)n1c(Oc2ccc(F)cc2)nc2c1c(=O)n(C)c(=O)n2C,11,8,97,-10,-1,99,-20,97,97,96,99
Cc1cc(C(F)(F)F)n2ncc(C(=O)O)c2n1,7,7,102,-16,-2,104,/,105,102,103,108
CN1CCN(CCCNC(=O)c2ccc(CSCc3cccc(Cl)c3)o2)CC1,4,-14,100,-53,-5,100,/,104,100,101,104
CCNC(=O)CON=C1c2ccccc2-c2ccccc21,5,4,97,-34,-5,97,23,96,96,96,98
CCOC(=O)c1c(NC(=O)CSc2nc3ccccc3s2)sc(C(C)=O)c1C,13,-12,103,-16,-2,103,-20,105,98,104,101
COc1ccc(OC)c(CN(CCN2CCOCC2)C(=O)Nc2ccccc2)c1,12,28,99,-10,-5,99,/,103,103,99,108
